mcGAS RapidFire – blocks mouse cGAS cGAMP production | Q8C6L5 | recombinant mouse cGAS, cGAMP by RapidFire MS | inhibition, % at 12.5 µM | 130,000 compounds, 0.18% hits;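 active = inhibition of cGAS enzyme activity at or above 60%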;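 also: enzyme stimulated by 45 bp dsDNA with ATP and GTP substrates; cGAMP share of summed cGAMP plus half ATP and half GTP signals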
Target sequence (Q8C6L5 whole entry, looked up): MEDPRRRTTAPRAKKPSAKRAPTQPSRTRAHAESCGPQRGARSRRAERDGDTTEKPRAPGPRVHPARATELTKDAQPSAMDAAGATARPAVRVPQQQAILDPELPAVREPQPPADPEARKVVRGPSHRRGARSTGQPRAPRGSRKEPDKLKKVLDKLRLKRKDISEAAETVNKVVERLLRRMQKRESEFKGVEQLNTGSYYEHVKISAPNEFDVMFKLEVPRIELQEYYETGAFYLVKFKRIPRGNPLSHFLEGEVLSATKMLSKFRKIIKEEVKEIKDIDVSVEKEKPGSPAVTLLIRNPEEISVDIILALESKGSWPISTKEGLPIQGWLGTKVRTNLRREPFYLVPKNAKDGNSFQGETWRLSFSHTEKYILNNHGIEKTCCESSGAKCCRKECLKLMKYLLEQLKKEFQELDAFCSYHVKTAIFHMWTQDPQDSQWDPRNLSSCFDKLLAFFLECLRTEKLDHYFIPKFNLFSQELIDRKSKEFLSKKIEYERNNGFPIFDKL
* marks the source's active call; other numbers are inactive results; & = joins results of further samples.

SMILES	mcGAS RapidFire
N[C@@H](Cc1cnc[nH]1)C(=O)NCc1ccc2sccc2c1	-4
Cc1cccc(C(=O)N(CC2CCN(C3Cc4ccccc4C3)CC2)CC2CCCO2)n1 (configuration not stated)	-9
Cc1c(C(=O)NCc2cccs2)sc(=O)n1Cc1ccccc1	-5
CN(C)Cc1c(O)ccc2c(=O)c(-c3ccc4c(c3)OCCO4)coc12	26
COCCn1c(N2CCN(Cc3ccc(F)cc3)CC2)nc2c1c(=O)[nH]c(=O)n2C	-10
CC(=O)c1cccc(N=Nc2c(-c3ccccc3)[nH]n(-c3ccccc3)c2=O)c1	3
O=C(CSc1nc2[nH]ncc2c(=O)[nH]1)N1CCC(Cc2ccccc2)CC1	-9
Nc1cc(-c2cccc(C(F)(F)F)c2)nn1-c1ccc(C(=O)Nc2ccc(Oc3ccccc3)cc2)cc1	9
COc1cc(C(=O)N2CCN(Cc3ccc(C(F)(F)F)cc3)CC2)cc(OC)c1OC	-1
Cc1[nH]c(=O)[nH]c(=O)c1N(CCO)CCO	-32
CN1CCN(C2=C(Cl)C(=O)c3ccccc3C2=O)CC1	59
CCOc1ccc2c(c1)c(=O)c(C(=O)c1ccc(C)cc1)cn2CC(=O)Nc1ccc(OC)cc1	-7
CCCc1cc(CNC2CCN(C(=O)C3CCCO3)CC2)on1 (configuration not stated)	-5
O=C(O)c1cccc2c1CCCN2C(=O)Cc1cccs1	-8
CCCC(=O)N(C)CC(=O)Nc1ccc(Br)cc1C	-19
COCCN(Cc1ccon1)CC1CCCN(C2Cc3ccccc3C2)C1 (configuration not stated)	8
COc1cc(C)ccc1Oc1nc(C)nc(N2CCC(C(C)=O)CC2)c1N	-7
COc1cc2c(cc1OC)CN(C1CCCN(Cc3ccc(Cl)s3)C1)CC2 (configuration not stated)	-7&0
O=S(=O)(c1ccc2c(c1)OCCCO2)N1CCCc2cc(F)cc(F)c21	3
CC(C)N1CCNC(=O)C1CC(=O)NCc1csc2ccc(Cl)cc12 (configuration not stated)	6
Cc1ccc(CCC(=O)Nc2cn(C)c(=O)cc2C)c(C)c1	-6
CC(NC(=O)C(C1CCCC1)N1CCN(C(=O)c2cccc([N+](=O)[O-])c2)CC1)c1ccccc1 (configuration not stated)	-8
Cc1ccc(C(=O)NCCS(=O)(=O)c2ccccc2)cc1C	-19
O=C1CCCC1CCc1ccccc1 (configuration not stated)	-4

Some of these compounds in order of their number in mcGAS RapidFire, ascending:
SMILES	mcGAS RapidFire
Cc1ccc(C(=O)NCCS(=O)(=O)c2ccccc2)cc1C	-19
Cc1ccc(CCC(=O)Nc2cn(C)c(=O)cc2C)c(C)c1	-6
O=S(=O)(c1ccc2c(c1)OCCCO2)N1CCCc2cc(F)cc(F)c21	3

Other structures:
SMILES	mcGAS RapidFire
O=C(NCCN1CCN(C(=O)C2CCC2)CC1)Nc1ccc(F)cc1	-6
CS(=O)(=O)c1c(Cl)cccc1NC(=O)NCc1ccsc1	-35
Cc1ccc(S(=O)(=O)NC(=O)C2(C)CCN2C(=O)COc2ccc(Cl)cc2)nc1 (configuration not stated)	-9
CCCCCN(CCCCC)C(=O)C(CCC(=O)O)NC(=O)c1ccc(Cl)c(Cl)c1 (configuration not stated)	3
NC(=O)c1cc2cc(Br)ccc2oc1=Nc1ccc(F)cc1	-5
O=C(NCc1cccnc1)NC1CCN(c2ccccc2)C1 (configuration not stated)	-16
N[C@@H](C(=O)O)[C@@H](O)[C@H](O)[C@H](O)CO	-7
Cc1cc(C(=O)CSc2nn3c(=O)c(C(C)(C)C)nnc3s2)c(C)n1C1CC1	-9
CNc1cncc(-c2cccc(OC)c2F)n1	-3
Cc1ccc(C(=O)Nc2ccc(OC3CCCC3)cc2)cn1	-4
COc1cccc2c(SCC(=O)NCc3ccc(F)cc3)nccc12	-9
CC(Nc1ccc2nnc(C3CC3)n2n1)c1nc(C(C)(C)C)cs1 (configuration not stated)	1
Nc1nccnc1C(=O)N1CCN(C(=O)C(c2ccccc2)c2ccccc2)CC1	3
O=C(NCCOc1ccccc1Cl)c1ccc2nc(-c3ccccc3)c(-c3ccccc3)nc2c1	11
Cc1ccc(OCc2cc(C(=O)N3CCCC(CN4CCOCC4)C3)no2)cn1 (configuration not stated)	-6
COc1ncccc1NC(=O)NC1CC1c1ccc(F)cc1 (configuration not stated)	-1
CCNC(=O)NC1(C(=O)N2CCCCCCC2)CCCC1	-56
CCOC(=O)c1cc(Br)cc(F)c1NC(=O)COC	9
O=C(CCc1cccnc1)Nc1cccc(C(=O)Nc2cccc(F)c2)c1	3
Cc1ccc(C2CC(c3ccc(Cl)cc3)=Nc3ncnn32)cc1 (configuration not stated)	-3
Cc1ccc(C(Nc2ccccn2)c2c(C)[nH]c3ccccc23)cc1 (configuration not stated)	-2
Cc1cc(C(=O)Nc2nc(C)cs2)on1	18
Cc1ccc(Cn2ncc3c(N4CCN(c5ccccc5C)CC4)ncnc32)cc1	-4
COc1ccccc1CCC(=O)N1CCCC(C(=O)c2cccc(C(F)(F)F)c2)C1 (configuration not stated)	-13
C=CCN(CC(=O)NC(=O)NC(C)C)Cc1ccc(Cl)s1	3
COc1ccc(C(C2Sc3nc(C)nn3C2=O)N2CCCC(C)C2)cc1 (configuration not stated)	-7
C=c1ccc(C)cc1=C1NN=C(C(F)(F)F)O1	-9
O=C1CCC2(C(=O)Nc3ccc4c(c3)OC(F)(F)O4)Sc3ccccc3N12 (configuration not stated)	-12
CCOC(=O)C(=Cc1ccco1)C(C)=O	2
Cc1cc(C(=O)N2CCC2(C)C(=O)NS(=O)(=O)c2ccc(Cl)cc2)nn1C (configuration not stated)	-8
O=C1COCc2ccc(-c3ccncc3)cc2N1Cc1ccccc1	9
COc1cccc(C(=O)NC(C)C23CC4CC(CC(C4)C2)C3)c1 (configuration not stated)	-7
CNc1cncc(-c2cccc(C)c2)n1	-5
COCCn1c(N2CCN(c3ccc(OC)cc3)CC2)nc2c1c(=O)n(C)c(=O)n2C	-3
Cc1ccc(S(=O)(=O)NCCCCN2CCCCC2C)s1 (configuration not stated)	-2
COCC(C)(C)CNC(=O)c1nc2ccccc2[nH]c1=O	57
CN(C)c1nc2ccccc2nc1NS(=O)(=O)c1ccccc1C(F)(F)F	42
CC(C)=CC1C(C(=O)Nc2nc3c(s2)CCC3)C1(C)C (configuration not stated)	14
Brc1ccc(CNc2ccc(CNc3ncn[nH]3)cc2)cc1	2
CS(=O)(=O)N1CCC(Oc2cccc(C(=O)NCC[C@@H]3C[C@@H]4C=C[C@H]3C4)c2)CC1	-6&2
Cc1csc(C(O)(CC(=O)OCC(=O)N2CCCC2)C(F)(F)F)n1 (configuration not stated)	2
COc1ccc(F)cc1CSC(C(=O)NC(N)=O)C(C)C (configuration not stated)	6
O=C(C1CC(c2ccc(Cl)s2)=NO1)N1CCN(Cc2cccc(O)c2)CC1 (configuration not stated)	-5
CS(=O)(=O)c1ccc2c(c1)sc(=N)n2CC(=O)N1CCc2ccccc2C1	23
Cc1ccc(N2CCN(C(=O)c3ccccc3N3CCC(NC(=O)C4CCCC4)CC3)CC2)cc1C	-11
c1ccc(CNc2nc(-c3ccccc3)[n+](-c3ccccc3)s2)cc1	-4
CC(C)c1nc2cc(C(=O)NC3CCOC3)ccc2o1 (configuration not stated)	7
Cc1ccc(C2(O)CCN(c3noc(C4CC4)n3)CC2)nc1	-18
c1ccc2sc(CN3CCC(c4nc5ccccc5s4)CC3)nc2c1	-6
O=C(CSC1=NCCS1)N1c2ccccc2Sc2ccccc21	-12
COc1ccc(C(C)(C)C)cc1S(=O)(=O)N1CCN(c2ccccc2C)CC1	5
COCc1cccc(C(=O)N(CCN(C)C)Cc2ccc(C#N)cc2)c1	-4
COc1ccccc1COC(=O)CCNC(C)=O	6
COc1ccccc1/C(C)=C/C(=O)NC(C#N)C1CCOC1 (configuration not stated)	-3&-1
CCOC(=O)C1=C(CN2CCOCC2)N(C)C(=O)NC1c1ccccc1 (configuration not stated)	-2
Cc1ccc(-c2cc(CCl)no2)cc1	1
CCCC1NC(=O)N(CC(=O)NC(C)c2ccc(C)c(C)c2)C1=O (configuration not stated)	3
CC(=O)NC(c1cccc(F)c1)c1nc(-c2cccc(C(=O)O)c2)cs1 (configuration not stated)	8
Cc1cc(-n2c(C)cc(C(=O)CSc3ncnc4sccc34)c2C)no1	-13
CCOC(=O)c1c(C)[nH]c(C(=O)C(C)N2CC(C)OC(C)C2)c1C (configuration not stated)	-3

Further records
SMILES	mcGAS RapidFire
Cc1ccc(Nc2nc(NCc3ccco3)nc3[nH]ncc23)cc1C	-3
Cc1nn(C)c(C)c1C(=O)OCC1CC(=O)N(C2CC2)C1 (configuration not stated)	26
COc1ccccc1-c1cccc(C(=O)NCc2csc(N)n2)c1	-5
Cc1cc(CC(=O)NC(C#N)c2ccc(Cl)cc2)no1 (configuration not stated)	-5&-1
CCNc1cc(NCCNC(=O)Nc2cccc(C)c2C)nc(C)n1	1
CCC(Nc1nc(-c2ccncc2)nc2c1CNC2)c1cc(C)ccn1 (configuration not stated)	-1
CCCn1nc(C(=O)NCC(c2ccccc2)N2CCc3sccc3C2)ccc1=O (configuration not stated)	-6
O=C(CNC(=O)C1COc2ccccc2O1)N=Nc1c(O)n(CCc2ccccc2)c2ccccc12 (configuration not stated)	-7
CSc1nnc(C(C)N2CCCCC2)n1-c1ccc(Cl)cc1 (configuration not stated)	-5
Cc1cccc(NC(=O)Nc2ccnc(C(=O)N(C)C)c2)c1C	-10
COc1ccc(C=CS(=O)(=O)c2ccc([N+](=O)[O-])cc2)cc1OC(F)F	-10
Fc1ccc(-c2n[nH]c3c2CN(CCCc2cccnc2)CC3)cc1F	-7

5 entries from above, reformatted:
| Compound | mcGAS RapidFire |
| --- | --- |
| O=C(O)c1cccc2c1CCCN2C(=O)Cc1cccs1 | -8 |
| CCCC(=O)N(C)CC(=O)Nc1ccc(Br)cc1C | -19 |
| COCCN(Cc1ccon1)CC1CCCN(C2Cc3ccccc3C2)C1 (configuration not stated) | 8 |
| COc1cc(C)ccc1Oc1nc(C)nc(N2CCC(C(C)=O)CC2)c1N | -7 |
| COc1cc2c(cc1OC)CN(C1CCCN(Cc3ccc(Cl)s3)C1)CC2 (configuration not stated) | -7&0 |

Continued:
SMILES	mcGAS RapidFire
O=S(=O)(NCCS(=O)(=O)N1CCN(c2ccccc2F)CC1)c1ccccc1	-2
CNC(=O)c1ccc(S(=O)(=O)N2CCc3sccc3C2)cc1	-7
COCC(C)NC(=O)Nc1cc(-c2ccccc2C)nn1CCO (configuration not stated)	-5
CC(=O)NC1=NN(C(C)=O)C(C)(c2ccccc2)S1 (configuration not stated)	-9
COc1cc(OC)nc(N2C[C@H]3OC(=O)N(Cc4ccccc4OC)[C@H]3C2)n1	-9
C=CCCC(O)CN(Cc1ccco1)Cc1c(CC)nn(-c2ccccc2)c1Oc1ccccc1 (configuration not stated)	-3
Cc1oc(-c2cccs2)nc1CN1CCCC(CO)(Cc2ccccc2)C1 (configuration not stated)	-11
Cc1nc2sccn2c1CN1CCC(CO)(CC2CCCCO2)CC1 (configuration not stated)	1
CC1(C(=O)O)CCN1C(=O)Cc1cccc2ccccc12 (configuration not stated)	-11
COc1ncccc1-c1cccc(-c2nnc(C)s2)c1	-9
Cc1ccccc1NC(=O)Cc1nc(-c2cccc(Cl)c2)c(C)s1	28
c1csc(-c2cc(CSc3nnc(-c4cccs4)n3C3CC3)no2)c1	-5
COc1ccc(N(C)Cc2nc3ccsc3c(=O)[nH]2)cc1OC	7
CCc1ccc(C2=NNC(=NCc3ccc4c(c3)OCO4)SC2)s1	1
CC1CNc2c(cccc2S(=O)(=O)N[C@@H](CCCN=C(N)N)C(=O)N2CC[C@@H](C)C[C@@H]2C(=O)O)C1 (some centres not stated)	-3
O=C(O)CSCc1nnnn1-c1ccccc1	-49
CN1C/C(=C/c2ccncc2)C(=O)/C(=C/c2ccncc2)C1	1
Cc1ccc(NCC(=O)NNC(=O)c2cc(Cl)ccc2F)c(C)c1	-2
Cc1oc(C)c(C(=O)NCC(C)c2nc3ccccc3s2)c1C (configuration not stated)	-9
COc1ccc(S(=O)(=O)N2CCN(c3cccc(C)c3C)CC2)c2ccccc12	-12
Cc1noc(C2CCN(C(C(N)=O)c3ccccc3)CC2)n1 (configuration not stated)	-10
O=C(NCc1ccc2c(c1)OCO2)c1cc(=O)c(OCc2ccccc2)c[nH]1	-2
Cc1nc2ccc(CC(=O)N3CCC(O)(CO)CC3)cc2[nH]1	-19
Cc1ccccc1CN1C(=O)C(C)Sc2ccc(-c3ccco3)cc21 (configuration not stated)	46

Retrieved one by one from above:
SMILES	mcGAS RapidFire
COc1ccc(S(=O)(=O)N2CCN(c3cccc(C)c3C)CC2)c2ccccc12	-12
Cc1nc2ccc(CC(=O)N3CCC(O)(CO)CC3)cc2[nH]1	-19
Cc1oc(C)c(C(=O)NCC(C)c2nc3ccccc3s2)c1C (configuration not stated)	-9

(cont.)
SMILES	mcGAS RapidFire
O=S(=O)(NCc1cn2ccccc2n1)c1ccccc1	-9
Cc1nn(C)c(C)c1NC(=O)CN1C(=O)NC(c2cc(Br)ccc2F)C1=O (configuration not stated)	5
CCCCn1c(SCC(=O)NC(C)(C)CC)nc2sc3c(c2c1=O)CCC3	-5
CCCc1nc2ccccc2c(C(=O)OCC#N)c1CC	9
C=CCN(CC=C)S(=O)(=O)c1nc2nc(C)c(C)c(C)n2n1	-3
COCC(=O)N1CCCC(Nc2ccccc2)C1 (configuration not stated)	-10&-2
CN1CCN2CCN(S(=O)(=O)N3CCCCC3)CC2C1=O (configuration not stated)	-5
Cc1cccc(N2CCN(CC(=O)NCc3ccccc3C)CC2)c1	2
N#CC(c1ccccc1)N1CCC(c2ccccc2)=N1 (configuration not stated)	-2
COC(=O)Nc1sc(C)c(-c2ccccc2)c1C#N	-5
CNC(=O)c1cccc(NS(=O)(=O)C2=CCCCC2)c1	2

These rows are one share of the data (hit frequency here may not be typical).
